BioA inh: M. tuberculosis BioA enzyme inhibitors, primary screen, biochemical, plate reader, single point, HTS. purified M. tuberculosis BioA enzyme. inhibition, % at 9.99 µM. AID 602481, 2012. actives 0.096% (n = 360,000); in the data active means inhibition above about 40%
Mtb FBA inh: Mtb FBA enzyme inhibitors, primary screen, biochemical, fluorescence, strain H37Rv; AID 588726, 2011; purified M. tuberculosis FBA, fluorescence read-out; inhibition, % at 1 µM; actives 2.3% (n = 360,000); in the data active means inhibition above about 27%;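 further: 0% = vehicle and 100% = reference inhibitor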
Target sequence (P9WQA3 whole entry, looked up): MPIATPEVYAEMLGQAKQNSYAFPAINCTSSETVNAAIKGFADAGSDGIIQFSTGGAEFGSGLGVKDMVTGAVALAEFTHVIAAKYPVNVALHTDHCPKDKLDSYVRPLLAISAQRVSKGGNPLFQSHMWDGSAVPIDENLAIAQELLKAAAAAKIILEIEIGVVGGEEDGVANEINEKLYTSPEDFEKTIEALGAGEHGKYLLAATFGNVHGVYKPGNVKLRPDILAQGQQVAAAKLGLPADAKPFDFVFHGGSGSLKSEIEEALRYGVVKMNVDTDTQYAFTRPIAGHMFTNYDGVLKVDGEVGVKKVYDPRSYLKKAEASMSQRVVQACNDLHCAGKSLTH
FadD28 FP inh: inhibitors of FadD28 bisubstrate probe binding, primary screen, biochemical, fluorescence polarization, single point; Mycobacterium tuberculosis FadD28 fatty-acid-AMP ligase; inhibition, % at 12.5 µM; actives 0.22% (n = 360,000); AID 588549, 2011; in the data active means inhibition above about 8.5%, passing the limit was not always enough
PfHsp40 rescue: rescue of yeast from PfHsp40 toxicity, primary screen, S. cerevisiae, ATP luminescence; actives 0.68% (n = 340,000); S. cerevisiae expressing PfHsp40, growth rescue; growth rescue, % at 12.5 µM; in the data active means growth rescue above about 28%, passing the limit was not always enough;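 further: yeast W303a lacking pdr1 and pdr3 grown in galactose medium; growth measured after three days at 30 °C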
TcdB inh: TcdB glycohydrolase inhibitors, primary screen, biochemical, single point, plate reader; inhibition, % at 9.99 µM; TcdB glycohydrolase enzymatic assay; AID 652162, 2013; actives 0.24% (n = 350,000); in the data active means inhibition above about 10%
BH1578 lux ind: inducers of Vibrio cholerae quorum light production without autoinducers, primary screen, BH1578 luxS cqsA deficient, single point; V. cholerae BH1578 lux reporter, luminescence, 6 h; activation, % at 18.7 µM; actives 0.16% (n = 350,000); in the data active means activation mostly above about 9.7%, no sharp cut-off; further: not every result past the cut was called active; inactives centre near 0; reference of the scale not given here
GDH-TPI counter: GDH-TPI coupling enzyme inhibitors, primary screen, artefact control for M. tuberculosis FBA inhibitor project, biochemical, absorbance, full deck; AID 588335, 2011; GDH-TPI coupled enzyme counterscreen, NADH absorbance; inhibition, % at 4.8 µM; actives 1.2% (n = 360,000); in the data active means inhibition above about 30%;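 further: 0% = DMSO wells and 100% = wells lacking the enzyme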
Yp Topo-I inh: Yersinia pestis topoisomerase I inhibitors, primary screen, biochemical, cleavage product accumulation, plate reader, single point. DNA topoisomerase I (Yersinia pestis CO92). Y. pestis Topo-I cleavage product accumulation. activity, % at 10 µM. actives 0.064% (n = 360,000). AID 504884, 2011; in the data active means activity above about 50%, passing the limit was not always enough; further: inactives centre near 2
UGM FP inh: M. tuberculosis UGM enzyme inhibitors, primary screen, biochemical, fluorescence polarization, single point; actives 0.06% (n = 320,000); AID 504406, 2011; purified UGM, fluorescence polarization probe displacement; inhibition, % at 10 µM; in the data active means inhibition above about 10%, passing the limit was not always enough
Target sequence (P9WIQ1 whole entry, looked up): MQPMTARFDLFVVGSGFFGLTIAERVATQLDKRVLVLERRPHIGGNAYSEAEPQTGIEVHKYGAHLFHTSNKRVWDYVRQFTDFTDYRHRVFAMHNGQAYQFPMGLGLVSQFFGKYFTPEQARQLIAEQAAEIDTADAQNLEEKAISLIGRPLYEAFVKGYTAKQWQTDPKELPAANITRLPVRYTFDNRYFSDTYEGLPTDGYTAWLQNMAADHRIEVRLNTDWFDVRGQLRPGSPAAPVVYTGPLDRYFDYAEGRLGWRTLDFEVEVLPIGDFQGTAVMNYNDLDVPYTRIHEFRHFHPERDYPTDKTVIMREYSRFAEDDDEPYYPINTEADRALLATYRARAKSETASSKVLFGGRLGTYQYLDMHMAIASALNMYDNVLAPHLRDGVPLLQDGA
* = called active by the depositor; i = inactive; / = not tested or not shown; & = joins results of further samples.

SMILES	BioA inh	Mtb FBA inh	FadD28 FP inh	PfHsp40 rescue	TcdB inh	BH1578 lux ind	GDH-TPI counter	Yp Topo-I inh	UGM FP inh
Cc1noc(C)c1C(=O)N1CCCC(Nc2ccc(C(C)C)cc2)C1 (configuration not stated)	0.7	-0.6	-0.2	0.1	0.7	-0.2	-13.0	2.4	2.3
COc1cccc(NC(=O)C2CCCC2)c1	1.1	-0.1	-3.8	-1.3	1.9	i	0.4	-8.0	-0.2
C/C=C/C(=O)OCc1csc(CC(=O)Nc2ccccc2C)n1	0.8	-1.8	-0.5	-0.4	-5.2	-1.6	-5.2	-6.1	2.4
CC(NC(=O)C(=O)N1CCOCC1)C(c1cccs1)N1CCN(c2ccc(F)cc2)CC1 (configuration not stated)	-2.9	1.0	-0.2	0.4	-0.4	i	9.4	5.2	0.8
CCNC(=O)N1C(=O)C2(OCCO2)c2ccccc21	-2.5	-1.1	-4.4	-0.8	/	-0.4	-3.9	-2.5	-0.8
COc1cccc(C(C)(O)c2nc(-c3ccc(S(C)(=O)=O)cc3)cs2)c1 (configuration not stated)	-1.1	4.9	-0.6	/	0.3	0.5	3.6	2.6	/
O=C(CC1CCCC1)NNC(=O)c1ccc(Br)cc1	-1.3	-1.2	-0.2	-0.6	0.9	i	0.0	1.9	0.2
Cn1c(=O)c(=O)n(C)c2cc(S(=O)(=O)Nc3ccc(OC(F)(F)F)cc3)ccc21	6.4	0.8	-2.5	-0.4	1.2	-0.2	17.1	4.4	0.2
CCn1c(SCC(=O)OC(C)C)nnc1-c1cccc(Cl)c1	/	-2.5	-3.3	0.2	/	0.9	0.0	1.0	-1.1
CC(NC(=O)CN1CCN(c2ccc(Cl)cc2)CC1)c1ccccc1 (configuration not stated)	-0.9	2.3	0.7	0.5	-4.0	3.8	0.8	11.5	-0.3
CN1CCN(C2=NC(=O)/C(=C/c3cn[nH]c3-c3ccccc3)S2)CC1	/	-2.5	-1.3	-1.6	-0.1	i	23.8	3.0	2.6
Cc1ccc(Cl)cc1N1CCN(CC(=O)Nc2ccc(CN3CCCCC3)cc2)CC1	0.9	-2.0	-7.3	0.0	0.4	/	-3.8	8.2	0.6
O=C1Cc2cc(S(=O)(=O)N3CCNCC3)ccc2N1	/	0.2	-2.7	0.3	2.2	-2.9	-0.9	3.2	3.0
CCCCCCNC(=O)CCCCCNS(=O)(=O)c1ccc(OC)cc1	/	1.1	-1.4	2.1	0.3	-0.5	1.5	18.2	0.5
Cc1ccc(NC(=O)Nc2cccs2)nc1	-0.8	5.0	-2.1	-0.3	/	i	-1.4	1.3	0.0
O=C(Nc1ccc(-c2nc3ccccc3o2)cc1)c1cccnc1	-3.2	1.3	-2.1	3.0	/	i	30.4	-4.5	-1.0
O=C1CN(C(=O)C2CCC(=O)N(CCc3ccc(Cl)cc3)C2)CCN1 (configuration not stated)	-1.7	-0.8	1.1	-0.5	0.6	i	0.0	-1.2	-1.6
COc1ccc(C(=O)C2CCCN(C(=O)CCNC(C)=O)C2)cc1OC (configuration not stated)	0.4	0.4	-0.3	0.4	0.5	i	9.4	4.1	0.6
Cc1cc(O)cc(O)c1/C=N/NC(=O)c1ccc2c(c1)OCCO2	-1.1	6.8	3.9	/	0.2	-0.8	44.2*	-1.6	/
CC(C)c1ccc(C(=O)N(c2ccccn2)C(C)c2ccco2)cc1 (configuration not stated)	-0.2	3.9	-0.4	-1.0	/	/	7.4	16.4	1.9
CC(=O)Nc1ccc(SC[C@H](CC(C)C)N2CCN(CC(C)C)CCC2=O)cc1	-0.1	6.2	-1.3	0.0	-1.4	i	12.8	0.7	3.0
COCC(C)NC(=O)c1ccc2c(c1)S(=O)(=O)c1ccccc1C2=O (configuration not stated)	-0.8	-0.6	/	0.2	0.0	-0.4	2.4	5.8	1.6
COc1ccc(CNc2nc3ccccc3n2Cc2ccc(Cl)cc2)cc1OC	/	3.1	0.0	1.2	-0.4	1.6	1.4	3.4	-0.2
O=C(CSc1ccc2nnc(-c3cccnc3)n2n1)Nc1ccccc1F	0.9	-2.2	-0.7	/	1.0	-0.4	8.2	-5.7	/
CCOC(=O)C1(C)CCN1C(=O)c1c(F)cccc1F (configuration not stated)	-0.3	-0.8	-1.0	/	-0.3	i	6.4	4.7	/

Looked up above.
Under Yp Topo-I inh, Cc1cc(O)cc(O)c1/C=N/NC(=O)c1ccc2c(c1)OCCO2 has -1.6
Under GDH-TPI counter, CN1CCN(C2=NC(=O)/C(=C/c3cn[nH]c3-c3ccccc3)S2)CC1 has 23.8
Under FadD28 FP inh, O=C(CC1CCCC1)NNC(=O)c1ccc(Br)cc1 has -0.2
Under PfHsp40 rescue, Cn1c(=O)c(=O)n(C)c2cc(S(=O)(=O)Nc3ccc(OC(F)(F)F)cc3)ccc21 has -0.4
Under GDH-TPI counter, CC(C)c1ccc(C(=O)N(c2ccccn2)C(C)c2ccco2)cc1 (configuration not stated) has 7.4

The main list resumes with the two entries that preceded the break.
SMILES	BioA inh	Mtb FBA inh	FadD28 FP inh	PfHsp40 rescue	TcdB inh	BH1578 lux ind	GDH-TPI counter	Yp Topo-I inh	UGM FP inh
O=C(CSc1ccc2nnc(-c3cccnc3)n2n1)Nc1ccccc1F	0.9	-2.2	-0.7	/	1.0	-0.4	8.2	-5.7	/
CCOC(=O)C1(C)CCN1C(=O)c1c(F)cccc1F (configuration not stated)	-0.3	-0.8	-1.0	/	-0.3	i	6.4	4.7	/
CCn1c(=O)n(CC(=O)NCC2CCCO2)c(=O)c2c3c(sc21)COC(C)(C)C3 (configuration not stated)	0.5	-0.2	-4.4	-1.0	0.0	i	-1.7	-0.4	-2.4
COCCn1c(SC2CCCCC2=O)nnc1-c1ccncc1 (configuration not stated)	/	5.5	-2.1	0.6	-0.2	i	5.6	1.3	-2.2
CC(C)[C@H]1C(=O)Nc2ccccc2N1C(=O)N[C@@H](Cc1ccccc1)C(=O)N[C@@H](C(=O)O)c1ccccc1	-1.0	0.7	1.3	1.3	1.7	-0.1	10.8	4.3	3.3
O=C(c1ccccc1[N+](=O)[O-])N(CCc1ccccc1)Cc1ccccc1	-2.3	2.4	-1.3	0.7	0.5	i	17.5	-13.4	-4.8
C[C@H](CO)N1C[C@H](C)[C@@H](CN(C)C(=O)NC2CCCCC2)Oc2ccc(NS(=O)(=O)c3cn(C)cn3)cc2C1=O	-1.5&-1.2	7.0	-0.7	-1.0	-0.7&0.8	0.2	-1.0	-0.4	-0.3
CC(C)(C)Cn1c(=O)[nH]c(=O)c2cc([N+](=O)[O-])cnc21	/	0.9	-2.3	1.2	/	-0.3	11.8	3.9	-0.6
Cc1nc(N=C(N)N)nc2c(C)cccc12	/	8.0	-3.9	0.9	0.9	0.2	0.9	3.9	-2.2
Cc1cc2nnc(SCC(=O)N3C(C)CCCC3C)n2c(N)n1 (configuration not stated)	-2.2	1.3	-3.4	0.0	/	i	-0.5	-7.7	-1.8
O=C(Nc1cccn(Cc2c(Cl)cccc2Cl)c1=O)c1c(Cl)cccc1Cl	-0.1	-0.9	0.5	15.3	/	-0.1	6.2	14.4	3.3
Cc1cccc(C)c1C(O)c1ncc(-c2cccc3ccccc23)[nH]1 (configuration not stated)	-0.7	56.5*	-5.0	/	0.3	-0.5	9.3	2.5	/
O=C(Nc1ccc2c(c1)OCCO2)c1cnn(-c2ccccc2)n1	-0.6	-1.4	-2.8	2.1	0.0	-0.8	13.7	7.1	-0.1
CCc1cccc(NC(=O)Cn2c(=O)n(CCC(=O)NCC3CCCO3)c(=O)c3cc(OC)c(OC)cc32)c1 (configuration not stated)	1.3	12.1	-2.4	-0.6	0.7	0.3	0.8	8.1	-0.3
O=C(Cc1cccs1)NC(c1ccccc1)c1ccccc1	/	-0.2	-3.6	0.3	0.5	-0.2	0.3	9.0	1.9
Nc1ccc(C(=O)OCC(=O)NC(=O)c2ccccc2)cc1[N+](=O)[O-]	-0.4	-4.9	-2.9	0.3	0.1	i	-4.1	-3.4	-0.3
CCCN1CCC(C)(C(=O)Nc2cccc(OC(C)C)c2)C1 (configuration not stated)	0.1	-1.9	-1.1	/	-0.3	i	1.8	1.5	/
CC1CCN(C(=O)c2ccc(NC(=O)c3ccccc3)cc2)CC1	-0.4	-0.5	0.9	0.7	0.0	-14.2	-0.3	4.2	-1.0
CCc1ccc(OCC(=O)Nc2ncn[nH]2)cc1	-1.2&0.8	-2.2	-3.2	-1.6	-0.6&0.4	0.6	-3.6	0.7	-3.5
Cc1ccc(C(=O)/C=C/N(C)C)cn1	-1.2	-1.7	0.1	0.7	-0.1	i	31.4*	-0.2	0.0
OCCCNc1ncnc2c1cnn2-c1ccc(Cl)cc1	2.7	15.5	-1.6	1.7	1.2	1.9	7.8	-2.8	0.3
CCOc1ccc(CNc2ccc(N3CCOCC3)c(C(=O)O)c2)cc1	-3.9	0.1	0.3	-0.9	/	-0.2	9.4	-5.4	2.0
Cc1cc2c(=O)n(C)c(SCC(=O)Nc3ccccc3C)nc2s1	/	2.2	-1.6	0.7	-1.5	i	2.1	0.1	-0.6
Cc1nc(S(=O)(=O)Cc2ccc(Cl)cc2)nc2c1CCC2	0.4	-3.0	-2.1	1.2	-0.5	-0.3	-1.3	13.3	-0.5
Cn1c(NCc2cccnc2)nc2cc(-c3cccc(C(=O)NCCO)c3)sc2c1=O	0.5	10.0	-0.9	/	0.0	0.8	10.6	5.6	/
CCn1cc(/C=C(\NC(=O)c2ccc(OC)cc2)C(=O)N2CCN(C)CC2)c2ccccc21	0.0	-1.5	-1.8	0.6	1.2	1.1	17.6	14.7	/
COc1ccc(Nc2nc(N3CCCC3)c3ccccc3n2)cc1	/	1.7	-2.1	0.8	/	i	9.5	-4.8	-0.9

The results go on:
SMILES	BioA inh	Mtb FBA inh	FadD28 FP inh	PfHsp40 rescue	TcdB inh	BH1578 lux ind	GDH-TPI counter	Yp Topo-I inh	UGM FP inh
CCN(CC(=O)Nc1ccc(NC(C)=O)cc1)C(=O)C1CC(=O)N(Cc2ccc(C)cc2)C1 (configuration not stated)	-0.1	5.3	-1.2	-0.6	3.0	-1.4	7.2	-6.5	2.6
CCOC(=O)CC(NC(=O)c1cccs1)c1ccc(C)cc1 (configuration not stated)	0.3	5.7	0.4	0.0	-3.2	-18.3	8.6	5.1	-1.2
CCCCNC(=O)c1nc(C2CCN(S(=O)(=O)c3ccc(F)c(F)c3)CC2)oc1-c1cccc(C(F)(F)F)c1	-1.7	-6.8	-3.2	/	0.9	/	/	/	/
CN(C)c1ccc(/C=N/NC(=O)c2nnn(-c3nonc3N)c2COc2ccc(F)cc2)cc1	5.9	1.9	-2.6	-0.7	-0.3	-0.2	1.5	-5.9	-0.1
Cc1ccc(-c2nnc(SCC(=O)NCC3CCCO3)nc2-c2ccc(C)cc2)cc1 (configuration not stated)	-2.3	-1.4	-3.6	0.9	1.6	i	9.8	23.2	/
O=C(CCc1ccc(S(=O)(=O)N2CCOCC2)cc1)NN=C1CCCCCCC1	/	-3.5	-3.2	0.3	/	-0.4	-3.8	-3.4	1.3
N/C(=N\OC(=O)CCC1CCCC1)c1ccccc1	/	-1.8	-1.7	0.4	-0.4	i	-0.9	8.3	0.0
C[C@H](CO)N1C[C@H](C)[C@@H](CN(C)Cc2ccncc2)Oc2ncc(Br)cc2C1=O	2.2&2.7	3.8	-1.5	/	-1.1&-0.4	1.6	9.3	0.2	/
CCN(Cc1cc(=O)oc2cc(C)ccc12)c1ccccc1	-0.9	3.1	1.2	0.7	0.6	0.3	13.0	7.2	1.0
O=C(NC1CCCCC1)C1CCCN(S(=O)(=O)c2cccs2)C1 (configuration not stated)	-0.1	-7.3	-3.5	2.9	/	-0.6	6.3	-2.0	-0.5
CC1(C(=O)NS(=O)(=O)c2cccc(Cl)c2)CCN1C(=O)c1cccc(F)c1 (configuration not stated)	-1.9	3.8	-2.0	/	0.0	-0.3	10.6	3.2	/
O=S1(=O)C=C(N2CCCCC2)c2ccccc21	-0.9	10.6	-0.5	0.1	/	i	1.6	-4.3	2.0
O=C(CSc1n[nH]c(=O)[nH]c1=O)N/N=C/c1ccccc1	/	-3.2	0.1	-0.7	/	-4.8	17.3	-2.1	-1.8

Screens from PubChem BioAssay.
